Bioassay records (PubChem BioAssay)
AmpC inh detg: blocks E. coli AmpC beta-lactamase in detergent assay | 370,000 tested, 0.041% active | AmpC hydrolysis of nitrocefin, absorbance 480 nm, 0.01% Triton | Potency, µM (doses to about 114 µM), inactives show top-dose activity change, negative = inhibition, usual class: inhibitors;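 further: potency means the concentration at half of the fitted maximal effect; 0% = no-compound wells and -100% = no-enzyme wells; nearly all actives have a fitted effect of over 25% in size; some results filed as inactive show a strong effect at the top dose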
Target sequence (P00811 whole entry, looked up): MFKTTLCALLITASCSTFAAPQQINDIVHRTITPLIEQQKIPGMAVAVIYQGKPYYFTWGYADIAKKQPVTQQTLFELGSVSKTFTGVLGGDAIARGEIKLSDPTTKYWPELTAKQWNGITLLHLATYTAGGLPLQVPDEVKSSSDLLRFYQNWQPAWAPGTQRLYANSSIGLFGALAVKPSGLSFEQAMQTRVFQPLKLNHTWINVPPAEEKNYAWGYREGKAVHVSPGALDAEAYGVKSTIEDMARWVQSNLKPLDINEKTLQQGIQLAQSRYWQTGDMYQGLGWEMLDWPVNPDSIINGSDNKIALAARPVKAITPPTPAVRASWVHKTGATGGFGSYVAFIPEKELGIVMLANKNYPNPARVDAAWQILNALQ
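AmpC (5.3 nM in the dispensed reagent) in 20 mM phosphate pH 7.0 with 0.01% (detergent screen) or 0.0001% Triton X-100 was preincubated with compounds for 15 min at room temperature. Nitrocefin was then added from an 800 uM solution, and hydrolysis was followed at 480 nm.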
AmpC inh no detg: inhibitors of E. coli AmpC beta-lactamase without detergent. AmpC nitrocefin hydrolysis, absorbance 480 nm, 0.0001% Triton. 330,000 tested, 0.52% active. Potency, µM (series often up to 57.1 µM), without a hit: top-dose activity change, negative = inhibition, hits mostly inhibitors. AID 485341;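 further: potency means the concentration at half of the fitted maximal effect; plate controls were no compound for no effect and no enzyme for full effect; nearly all actives have a fitted effect of over 20% in size; some results filed as inactive show a strong effect at the top dose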
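AmpC (5.3 nM in the dispensed reagent) in 20 mM phosphate pH 7.0 with 0.01% (detergent screen) or 0.0001% Triton X-100 was preincubated with compounds for 15 min at room temperature. Nitrocefin was then added from an 800 uM solution, and hydrolysis was followed at 480 nm.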
AMA1-RON2 inh: inhibitors of Plasmodium falciparum AMA1-RON2 interaction; AlphaScreen AMA1-biotinylated RON2 peptide binding; Potency, µM (top dose mostly 58.2 µM), for the others: top-dose activity change, negative = inhibition, actives largely listed as inhibitors; 360,000 tested, 0.2% active; AID 720542;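 further: potency means the concentration at half of the fitted maximal effect; 0% = vehicle wells and -100% = peptide control; nearly all actives have a fitted effect of over 45% in size; some results filed as inactive show a strong effect at the top dose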
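AMA1 (3D7) with his tag at 25 nM final met compounds first, then biotinylated RON2 peptide at 25 nM; detection used donor plus acceptor beads, 10 µg/mL apiece, read by AlphaScreen after 30 min at room temperature.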
HCMV inh: human cytomegalovirus inhibition; HFF cells, HCMV-luciferase reporter, 72 h; stronger effect = lower value; activity change, negative = inhibition, % at 57.5 µM; 410,000 tested, 4.5% active; AID 1259415; in the data active means activity change below about -60%; inconclusive means no clear call, values can overlap the other calls; inactive means above about -39%
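HFF cells seeded 16 h at 37C, treated with compounds, infected with luciferase-reporter HCMV at MOI 1 PFU/cell; luciferase read at 72 h post infection, normalized to buffer-only and Salinomycin controls.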
LmPK inhibitor: LmPK (Leishmania mexicana) enzyme inhibition. Q27686. purified LmPK, Kinase-Glo ATP luminescence, 1 h. Potency, µM (series often up to 57.5 µM), without a hit: at the top dose activity change, negative = inhibition, usual class: inhibitors. 290,000 tested, 0.37% active; further: potency means the concentration at half of the fitted maximal effect
Target sequence (Q27686 whole entry, looked up): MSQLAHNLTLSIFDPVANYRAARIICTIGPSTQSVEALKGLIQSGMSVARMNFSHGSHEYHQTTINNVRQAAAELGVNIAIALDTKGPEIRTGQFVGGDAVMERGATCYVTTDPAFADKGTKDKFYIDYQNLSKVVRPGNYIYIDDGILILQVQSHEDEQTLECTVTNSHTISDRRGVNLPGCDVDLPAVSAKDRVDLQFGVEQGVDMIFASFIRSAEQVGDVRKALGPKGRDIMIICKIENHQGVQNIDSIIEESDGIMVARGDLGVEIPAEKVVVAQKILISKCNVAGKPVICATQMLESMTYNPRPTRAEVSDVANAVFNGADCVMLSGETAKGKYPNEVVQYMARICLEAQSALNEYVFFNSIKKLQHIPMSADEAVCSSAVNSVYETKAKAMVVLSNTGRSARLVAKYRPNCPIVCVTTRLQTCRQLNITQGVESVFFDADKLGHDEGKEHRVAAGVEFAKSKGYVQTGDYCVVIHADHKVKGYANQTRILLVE
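Kinase-Glo luminescence read after 1 h RT reaction of 0.1 nM LmPK with 0.5 mM PEP and 0.1 mM ADP. Activity scaled between uninhibited and enzyme-free controls.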
Sm TGR inh: blocks Schistosoma mansoni thioredoxin glutathione reductase; Q962Y6; AID 485364; Potency, µM (titrated, usually from 114 µM), for the others: top-dose activity change, negative = inhibition, usual class: inhibitors; purified TGR, DTNB reduction, TNB absorbance 405 nm; 360,000 tested, 3% active; further: potency means the concentration at half of the fitted maximal effect; nearly all actives have a fitted effect of over 60% in size
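First, TGR (20 nM dispensed) and NADPH were mixed with compound. Second, a 15 min room-temperature incubation followed. Third, further NADPH and then DTNB were added to start the reaction. Finally, TNB absorbance was monitored kinetically.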
Tb PYK inh: blocks Trypanosoma brucei pyruvate kinase. Q57TT1. 410,000 tested, 0.12% active. TbPYK enzyme, Kinase-Glo Plus ATP luminescence, 45 min. AID 624173. Potency, µM (top dose mostly 76.8 µM), without a hit: at the top dose activity, negative = inhibition, hits mostly inhibitors; further: potency means the concentration at half of the fitted maximal effect; nearly all actives have a fitted effect of over 50% in size
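Assay buffer: 50 mM TEA pH 7.2, 100 mM KCl, 10 mM MgCl2, 0.05% BSA, 0.01% Tween-20. Pyruvate kinase from T. brucei plus substrate met compound, then ADP (130 uM final). Luminescence was read post 45 min RT.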
* hit, by the source's call; ? = inconclusive; · = no result given; & = joins results of further samples; [ ] = dose if it differs, or a comment. Unless noted, the call rests on the fitted dose curve; in most records, active means well fitted curve in the direction sought with a large enough effect; inconclusive means small, poorly fitted or top-dose-only effect, or another doubt; inactive means no such curve, though single readings can be large; an effect the other way counts as inactive or inconclusive. Unless noted, on the % scale 0 is the no-effect control and ±100 the full control effect. Hits appear at their usual frequency; any-hit rate near 7.4%.

Below each compound: AmpC inh detg	AmpC inh no detg	AMA1-RON2 inh	HCMV inh	LmPK inhibitor	Sm TGR inh	Tb PYK inh
1	Cc1nnc(SCc2ccc3c(c2)OCO3)s1
 : 7%	-19%	-13%	27	1%	63%[activator]	6%
2	COc1ccc(CNC(=O)CN(C(=O)CCC(=O)Nc2nccs2)c2ccc(C)cc2)cc1
 : -2%	-15%	9%	-6	1%	-3%	0%
3	O=C(Nc1c(C(=O)Nc2cccc(C(F)(F)F)c2)oc2ccccc12)c1cc(=O)c2ccccc2o1
 : 17%	·	·	2	·	1%	3%
4	CCN(CC)CCN1C(=O)c2ccccc2NC1c1cccc(F)c1 (centres undefined)
 : ?	-17%	3%	-2	4%	-31%	-5%
5	COc1ccc(CCNC(=O)C2CCN(S(=O)(=O)c3ccc(OC)cc3)CC2)cc1
 : 5%	51%	6%	-36	11%	6%	-7%
6	O=C(Nc1ccccc1F)c1cc(S(=O)(=O)N2CCCCC2)cs1
 : 2%	-28%	0%	-27	0%	0%	-1%
7	OCCNCCc1c[nH]c2ccc(OCc3ccccc3)cc12
 : 1%	27%	-5%	-60*	1%	?	1%
8	CCN(CC)S(=O)(=O)c1ccc2c(c1)c(=O)c(C(=O)N1CCN(c3ccccc3)CC1)cn2C
 : -1%	135%[activator]	13%	3	2%	-20%	-1%
9	COc1ccccc1NS(=O)(=O)c1cccc(NC(=S)NCCN2CCOCC2)c1
 : 5%	-13%	12%	-5	1%	2%	-21%
10	O=C(NCc1ccc(Cl)cc1)C(=O)NCC1CCCN1S(=O)(=O)c1cccs1 (centres undefined)
 : ?	35µM*	8%	-12	·	-12%	-7%
11	CC(C)N(C(=O)CSc1nnc(NC(=O)c2ccco2)s1)C(C)C
 : -4%	-20%	-3%	-12	2%	1%	2%
12	C/C(=N\NC(=O)CCc1ccccc1)C1C(=O)c2ccccc2C1=O
 : -7%	-12%	7%	-87*	-1%	-10%[57.1 µM]	4%
13	CCc1nn(C(C)C(=O)NC2CCCCCC2)c(=O)c2cc3occc3n12 (centres undefined)
 : 0%	-22%	-4%	?	2%	-1%	1%
14	Cc1cc(C)cc(NC(=O)C(Sc2nnc(C)c(=O)[nH]2)c2ccccc2)c1 (centres undefined)
 : -5%	-18%	32%[activator]	33	3%	-8%	-14%
15	C=CCn1c(=O)c2ccc(C(=O)NCc3ccccc3)cc2n(Cc2ccccc2Cl)c1=O
 : -4%	-14%	9%	3	0%	-4%	-2%
16	Cc1ccccc1NC(=O)Cn1nnc(-c2ccc(CN3CCC(C)CC3)cc2)n1
 : 3%	1%	0%	?	2%	-1%	2%
17	CCCCN1CC(=O)N2[C@@H]3c4cc(OC)ccc4OC[C@@H]3[C@H](C(=O)OCC)[C@]2(C)C1=O
 : ·	·	-6%	16	·	·	2%
18	Cc1cccc(CCNC(=O)CCc2c(C)nc3c(-c4ccc(F)cc4)c(C)nn3c2C)c1
 : 13%	·	·	5	·	-5%	0%
19	O=C(c1cnccn1)N1CCN(S(=O)(=O)c2ccc3ccccc3c2)CC1
 : -10%	11%	0%	-17	6%	11%	5%
20	Cc1cccc(-n2ncc(C(=O)Nc3ccc4c(c3)OCO4)c2C2CCN(C(=O)OC(C)(C)C)CC2)c1
 : -2%	·	·	?	·	-27%	-2%[15.4 µM]
21	CCN(CC)CCNc1cc(C)c(C#N)c2nc3ccccc3n12
 : 5%	-1%	3%	-7	1%	14%	-2%
22	O=C(CSc1ccc2c(c1)OCCO2)NCc1ccccc1
 : -5%	-13%	7%	32	3%	-8%	4%
23	COc1ccc(-n2nc(C(=O)NCC(=O)N3CCC4(CC3)OCCO4)c3ccccc3c2=O)cc1Cl
 : -8%	142%[activator]	19%	43	2%	5%	9%
24	C#CCNC(=O)C1=C[C@H](C)C[C@H](OCc2ccc(CO)cc2)O1
 : ·	·	1%	-8	·	·	0%
25	Cc1cccc(N(C)Cc2nnc(-c3cccc(Br)c3)o2)c1
 : 0%	9%	1%	-21	-8%	0%	-5%
26	CCOC(=O)c1ccc(N2C(=O)c3n[nH]c(-c4cccs4)c3C2c2ccc(CC)cc2)cc1 (centres undefined)
 : 1%	·	·	-99*	·	12%	6%
27	c1ccc(COc2ccc(CNn3cnnc3)cc2)cc1
 : -1%	-1%	-1%	46	-9%	7%	4%
28	CCN(CC(=O)Nc1c(F)cccc1F)C(=O)CNC(=O)c1sc2ccccc2c1Cl
 : 2%	-16%	-6%	0	·	-2%	4%
29	Cc1csc2ncc(C(=O)Nc3ccc4c(c3)OCCO4)c(=O)n12
 : 2%	0%	25%	117	15%	-5%	-2%
30	COc1cccc(/C=C/c2nc(C#N)c(N3CCC(C(N)=O)CC3)o2)c1
 : 22%	·	·	-2	·	3%	2%

(more compounds)
Below each compound: AmpC inh detg	AmpC inh no detg	AMA1-RON2 inh	HCMV inh	LmPK inhibitor	Sm TGR inh	Tb PYK inh
31	C=CCn1c(SCc2ccc(C(=O)OC)cc2)nnc1-c1sc(N)nc1C
 : ?	-5%	11%	-28	-1%	0%	-1%
32	CCOCCCNC(=O)C1CC(=O)N(CCc2ccccc2)C1 (centres undefined)
 : -5%	-3%	-7%	-13	-2%	1%	1%
33	CC(C)CCSc1nnc2n(-c3ccccc3)c(=O)c3c4c(sc3n12)CC(C)CC4 (centres undefined)
 : 10%	·	·	-15	·	6%	3%
34	CCOC(=O)/C(C#N)=C/c1c(N2CCN(CC)CC2)nc2c(C)cccn2c1=O
 : -5%	32%	2%	13	-7%	1%	1%
35	CCC(=O)N1CCc2cc(Br)cc(S(=O)(=O)CCC(=O)NCCc3ccccc3Cl)c21
 : 5%	·	·	-8	·	-32%	0%
36	COc1cccc2c(=O)cc(C)n(CC(=O)Nc3ccc(Br)cc3)c12
 : 0%	-8%	-12%	-6	-2%	3%	-7%
37	O=C(O)CCCCCN1C(=O)/C(=C/c2cn(-c3ccccc3)nc2-c2cccs2)SC1=S
 : ·	·	?	-19	·	·	5%
38	Cc1cc(=O)n2nc(N3CCC(C(=O)NCCCOC(C)C)CC3)sc2n1
 : 19%	·	·	1	·	0%	-6%
39	COc1ccc(C(=O)Nc2ccc(C3CC3(Cl)Cl)cc2)cc1 (centres undefined)
 : 7%	-20%	5%	?	11%	22%	-4%
40	Cc1nc2c(ncn2-c2ccccc2)c(=O)n1NC(=O)CN1CCN(C)CC1
 : 2%	0%	43%[activator]	8	-1%	27%	-9%
41	COC(=O)c1ccccc1NC(=O)NCc1ccc2c(c1)CCN2C(=O)c1ccccc1
 : 17%	·	·	-23	·	9%	-1%
42	CCOC(=O)c1c(N)n(Cc2ccc(OC)cc2)c2nc3ccccc3nc12
 : -17%	50%	·	7	-1%	1%	·
43	Cn1nc(C(=O)NCc2ccccc2Cl)c2c1-c1ccccc1S(=O)(=O)C2
 : 0%&1%	-9%	5%	-22&-17	1%	-3%&0%	-5%&-7%
44	COc1cccc(NCc2nnc(SCC(=O)N(C)C3CCS(=O)(=O)C3)n2C2CCCCC2)c1 (centres undefined)
 : 1%	95%[activator]	-3%	-10	-8%	0%	0%
45	COc1ccccc1CNC(=O)CN1C(=O)N(C)C2(CCCCC2)C1=O
 : 1%	-4%	7%	21	·	0%	-3%
46	CC(=O)c1c(C)[nH]c(C(=O)NCCc2cccc(C)c2)c1C
 : -2%	-20%	21%	89	2%	5%	-4%
47	COc1ccc(C2C3=C(CCCC3=O)N(CC(=O)O)C3=C2C(=O)CCC3)cc1Cl
 : -12%	-24%	-1%	4	0%	50µM*	-12%
48	CC(C)C[C@H](NC(=O)N1CCn2c1nc1ccccc12)C(=O)N[C@@H](Cc1ccccc1)C(=O)O
 : -9%	25%	101%[activator]	-26	6%	0%	2%
49	CCCn1c(=O)c(C(=O)Nc2ncccc2C)c(O)c2ccccc21
 : -9%	13%	40%[activator]	-28	-1%	·	15%
50	Cc1cc(C)n(CC(=O)NNC(=O)c2cncc(Br)c2)n1
 : ·	-25%	50%[activator]	18	·	·	0%
51	COCCN(C(=O)CSc1nc2ccccc2c(=O)n1C(C)COC)c1c(N)n(Cc2ccccc2)c(=O)[nH]c1=O (centres undefined)
 : 5%	185%[activator]	-5%	?	-10%	-1%	1%
52	Cc1ccccc1C(OCC(O)CN1CCN(CCO)CC1)c1ccccc1 (centres undefined)
 : -3%	37%	-26%	-14	-6%	3%	-4%
53	CCc1cccc(-n2c(=O)c3cccnc3n2CC(=O)Nc2c(C)cc(C)cc2C)c1
 : 3%	·	·	6	·	-1%	-7%
54	Cc1cccc(-c2cnc(C(O)c3cc(C)cc(C)c3)[nH]2)c1 (centres undefined)
 : ·	·	7%	2	·	·	-2%
55	NC(=O)CC(NC(=O)c1ccc(Br)cc1)c1ccc(N2CCN(c3ccccc3)CC2)c([N+](=O)[O-])c1 (centres undefined)
 : -15%	0%	-25%	19	-5%	11%	-3%
56	CC(C)Cc1ccc(-c2cc3nc(NCc4cccc(Cl)c4)ccn3n2)cc1
 : ·	·	18%	20	·	·	-3%
57	COc1ccc(N/C(N)=N/c2nc(CSc3ccc(Cl)cc3)cc(=O)[nH]2)cc1
 : 0%	-1%	9%	33	-3%	3%	-9%
58	CCOC(=O)Cn1nc(-c2ccccc2)c2cnc3ccc(C)cc3c21
 : ?	-1%	-3%	32	4%	-16%	1%
59	O=S1(=O)N[C@@H](Cc2ccccc2)COc2cc(Br)ccc21
 : ·	-23%	-5%	-21	·	·	0%
60	CCN1CCN(c2ccc(NC(=O)c3ccc([N+](=O)[O-])o3)cc2Cl)CC1
 : 6%	-18%	-11%	-96*	0%	?	6%
61	O=C(c1ccco1)N1CCN(C(=O)c2cc(-c3ccncc3)nc3ccc(Br)cc23)CC1
 : ·	·	4%	69	·	·	-5%
62	CCc1cc2c(=O)c(-c3cnn(-c4ccccc4)c3)c(C)oc2cc1OCC(=O)Nc1cccc(C)c1
 : 3%	-22%	26%	-30	0%	2%	-5%

Compound profiles, from the list above.
`COc1cccc(NCc2nnc(SCC(=O)N(C)C3CCS(=O)(=O)C3)n2C2CCCCC2)c1` (centres undefined) as listed: AmpC inh detg = 1%; AmpC inh no detg = 95%[activator]; AMA1-RON2 inh = -3%; HCMV inh = -10; LmPK inhibitor = -8%; Sm TGR inh = 0%; Tb PYK inh = 0%
`CC(=O)c1c(C)[nH]c(C(=O)NCCc2cccc(C)c2)c1C` as listed: AmpC inh detg = -2%; AmpC inh no detg = -20%; AMA1-RON2 inh = 21%; HCMV inh = 89; LmPK inhibitor = 2%; Sm TGR inh = 5%; Tb PYK inh = -4%
